Assay outcomes deposited in PubChem BioAssay by National Center for Advancing Translational Sciences (NCATS).
B2AR arrestin: qHTS assay of beta-arrestin-biased ligands of beta2-adrenergic receptor. 330,000 compounds, 0.02% hits. beta-arrestin recruitment to beta2AR, cell-based reporter. Potency, µM (top dose mostly 46.1 µM), for inactives: at the highest dose activation, most hits filed as activators. Beta-2 adrenergic receptor (Homo sapiens), P07550. AID 492947, 2010;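 also: potency is read from the fitted curve at half-maximal effect; 0% = DMSO controls and full agonism = EC100 isoproterenol or metaproterenol; nearly all actives have a fitted effect of over 65% in size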
Target sequence (P07550 whole entry, looked up): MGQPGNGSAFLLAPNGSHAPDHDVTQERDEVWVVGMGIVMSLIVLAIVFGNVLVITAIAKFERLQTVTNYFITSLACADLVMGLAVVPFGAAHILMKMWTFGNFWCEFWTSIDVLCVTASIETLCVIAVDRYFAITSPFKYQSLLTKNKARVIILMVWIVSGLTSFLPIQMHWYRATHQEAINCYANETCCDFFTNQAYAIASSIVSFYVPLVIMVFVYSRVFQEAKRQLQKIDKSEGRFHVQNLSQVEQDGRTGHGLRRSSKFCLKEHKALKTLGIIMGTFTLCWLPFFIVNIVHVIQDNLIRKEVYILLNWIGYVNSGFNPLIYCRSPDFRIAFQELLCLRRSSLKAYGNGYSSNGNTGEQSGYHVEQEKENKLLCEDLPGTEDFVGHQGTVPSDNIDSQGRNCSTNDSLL
Tb PFK block: qHTS Assay to Find Inhibitors of T. brucei phosphofructokinase | ATP-dependent 6-phosphofructokinase (Trypanosoma brucei brucei), O15648 | T. brucei PFK, ADP-Glo luminescence | Potency, µM (titrated, usually from 57.5 µM), for inactives: at the top dose activity, negative = inhibition, usual class: inhibitors | 330,000 compounds, 0.17% hits | AID 485367, 2010;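 also: potency is read from the fitted curve at half-maximal effect; 0% = uninhibited 1x PFK enzyme wells and -100% = no-enzyme wells; nearly all actives have a fitted effect of over 60% in size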
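Compounds were pin-transferred as a titration series up to 57 uM into substrate buffer (0.5 mM F6P, 0.1 mM ATP, pH 8.0), then 1.25 nM PFK was added and reactions ran 45 min before ADP-Glo detection.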
uPA generation: qHTS for Inhibitors of Cell Surface uPA Generation; cell surface uPA generation assay, qHTS; Potency, µM (highest dose often 38.3 µM), inactives show at the top dose activity change, negative = inhibition, most hits filed as inhibitors; AID 540303, 2011; 330,000 compounds, 0.31% hits; active = well fitted inhibition curve with a large enough effect; inconclusive = small, poorly fitted or top-dose-only effect; inactive = no such curve, though single readings can be large or run the other way; tested in mouse RAW 264.7 cells; also: potency is read from the fitted curve at half-maximal effect; % is scaled to controls: 0 for no effect and ±100 for the full control effect; nearly all actives have a fitted effect of over 55% in size
ELG1 DNA repair: qHTS screen for small molecules that inhibit ELG1-dependent DNA repair in human embryonic kidney (HEK293T) cells expressing luciferase-tagged ELG1. HEK293T ELG1-luciferase reporter, luminescence, 16 h; DNA damage induced by 5-fluorouridine. Potency, µM (top dose mostly 46.1 µM), for inactives: at the top dose activity change, negative = inhibition, actives largely listed as inhibitors. AID 504467, 2011. 330,000 compounds, 2.3% hits; also: potency is read from the fitted curve at half-maximal effect; % is scaled to controls: 0 for no effect and ±100 for the full control effect; nearly all actives have a fitted effect of over 55% in size
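5-Fluorouridine DNA damage + compound/DMSO, 2,000 cells/well, 16 h, 37 °C/5% CO2. ONE-Glo, 30 min RT, luminescence. Readout = decrease in reporter signal.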
BCR signal inh: qHTS Assay to Find Inhibitors of Chronic Active B-Cell Receptor Signaling | Potency, µM (top dose mostly 46.1 µM), without a hit: top-dose ratio change, negative = lower green/red ratio, hits mostly inhibitors | AID 493014, 2011 | ABC-DLBCL IkBa-CBG/CBR reporter, luminescence ratio, 4 h | 340,000 compounds, 0.05% hits; active = well fitted inhibition curve with a large enough effect in the signal ratio, with a control signal flat, not every such curve was filed as active; inconclusive = small, poorly fitted or top-dose-only effect, or effect the other way, or a change in a side signal; the % refers to the signal ratio;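 also: potency is read from the fitted curve at half-maximal effect; plate controls were basal doxycycline-induced cells for no effect and cells given 10 µM MG132 for full effect; MG132 reads +100%, hits lower the ratio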
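Cell line TMD8 (human ABC DLBCL), stably expressing tet-inducible CBG68-IkBa fusion and CBR; IMDM/0.5% FBS; cpd up to 46 uM; dox induction, 4 h, 37C/5% CO2; dual luminescence; green/red ratio; MG132 control.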
TSHR antag: Antagonists of the Thyroid Stimulating Hormone Receptor: HTS campaign. Thyrotropin receptor (Homo sapiens), P16473. TSHR-expressing cells, TSH-stimulated cAMP HTRF, 2 h; stronger effect = lower value. activity change, negative = inhibition, % at 11.5 µM. 330,000 compounds, 0.2% hits. AID 504810, 2011;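 active = activity change below a set negative limit, meaning inhibition stronger than a set level, cut at about -70% in these data; inconclusive = activity change between two set negative limits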; also: % is scaled to controls: 0 for no effect and ±100 for the full control effect
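Competitive HTRF cAMP read-out (cryptate anti-cAMP antibody, cAMP-d2; 30 min, room temperature) in freshly harvested TSHR cells. Compounds added before TSH at EC80 (4nM final), followed by 2 hours' incubation at 37 deg C.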
USP2a inh: qHTS Assay for Inhibitors of Ubiquitin-specific Protease USP2a Using CHOP2 as the Reporter. Potency, µM (titrated, usually from 38.3 µM), inactives show at the highest dose activity change, negative = inhibition, hits mostly inhibitors. AID 463254, 2010. USP2 core, Ub-CHOP2 coupled fluorogenic reporter, 485/531. 330,000 compounds, 0.01% hits;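 also: potency is read from the fitted curve at half-maximal effect; plate controls were DMSO wells for no effect and full inhibition by NEM control for full effect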
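Cell-free coupled assay: 10nM USP2 core preincubated 30min RT with compound in Tris-HCl pH 8.0/CaCl2/CHAPS buffer, then 25nM Ub-CHOP2 and 25nM reporter substrate; fluorescence (Ex 485/Em 531) read after 60min RT, normalized to NEM inhibition, concentration-response curves fitted.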
TSG101-PTAP inh: qHTS Assay for Iinhibitors of HIV-1 Budding by Blocking the Interaction of PTAP/TSG101 | Tumor susceptibility gene 101 protein (Homo sapiens), Q99816 | Fluorescence polarization, FITC-PTAP peptide / Tsg101 binding | Potency, µM (titrated, usually from 115 µM), for inactives: at the highest dose activity change, negative = inhibition, actives largely listed as inhibitors | 340,000 tested, under 10 active; active = well fitted inhibition curve with a large enough effect in the main read-out, with a control signal flat, not every such curve was filed as active; inconclusive = small, poorly fitted or top-dose-only effect, or effect the other way, or a change in a side signal; inactive = no such curve, though single readings can be large or run the other way; also: potency is read from the fitted curve at half-maximal effect; % of control where 0% means no effect
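Fluorescence anisotropy tracks displacement of a FITC-tagged PTAP peptide (50 nM) from the Tsg101 binding domain (10 uM), following a 20 min room-temperature incubation at pH 7.5.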
Mito fusion yeast: qHTS Assay for Small Molecule Inhibitors of Mitochondrial Division or Activators of Mitochondrial Fusion; 320,000 compounds, 0.23% hits; S. cerevisiae fusion-defective mutant growth rescue, CellTiterGlo 48 h; Potency, µM (series often up to 46.1 µM), for the others: top-dose growth rescue (activation), most hits filed as activators;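 also: potency is read from the fitted curve at half-maximal effect; % of control where 0% means no effect; nearly all actives have a fitted effect of over 45% in size; temperature-sensitive fusion mutants such as fzo1-1 at 37 °C on non-fermentable ethanol glycerol medium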
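Read-out: ATP-based luminescence (CellTiterGlo, 10 min ambient) reporting growth of fusion-defective ts yeast after 48 hours at 37C on glycerol/ethanol YPEG medium in the presence of compound.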
Eya2 phos inh: qHTS Assay for Inhibitors of the Phosphatase Activity of Eya2. Potency, µM (doses to about 76.9 µM), without a hit: top-dose activity, negative = inhibition, usual class: inhibitors. Protein phosphatase EYA2 (Homo sapiens), O00167. recombinant Eya2, OMFP fluorescence dephosphorylation (OMFP is methylfluorescein phosphate). 330,000 compounds, 0.006% hits; also: potency is read from the fitted curve at half-maximal effect; % is scaled to controls: 0 for no effect and ±100 for the full control effect
Target sequence (O00167 whole entry, looked up): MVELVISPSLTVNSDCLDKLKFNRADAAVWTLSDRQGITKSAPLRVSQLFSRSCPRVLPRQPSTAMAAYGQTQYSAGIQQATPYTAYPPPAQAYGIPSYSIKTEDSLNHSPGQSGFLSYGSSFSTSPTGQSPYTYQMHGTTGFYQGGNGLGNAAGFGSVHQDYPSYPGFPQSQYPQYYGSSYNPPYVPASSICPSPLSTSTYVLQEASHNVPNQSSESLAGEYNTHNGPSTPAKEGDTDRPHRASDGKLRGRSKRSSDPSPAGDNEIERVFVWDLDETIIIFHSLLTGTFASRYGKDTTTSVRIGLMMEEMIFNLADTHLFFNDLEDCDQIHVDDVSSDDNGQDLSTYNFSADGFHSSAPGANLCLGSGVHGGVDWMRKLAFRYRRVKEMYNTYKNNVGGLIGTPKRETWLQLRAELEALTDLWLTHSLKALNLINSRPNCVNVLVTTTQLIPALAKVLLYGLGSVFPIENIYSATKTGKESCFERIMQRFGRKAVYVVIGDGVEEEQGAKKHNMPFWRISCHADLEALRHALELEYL
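Eya2 protein (added as 0.2 uM solution) was preincubated with compound for 10 min at ambient temperature in 50 mM HEPES pH 7.5, 50 mM NaCl, 5 uM MgCl2, 0.05% BSA, 1 mM DTT. OMFP (added at 50 uM) then reacted 10 min; fluorescence read at 485/525 nm.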
TCR act: Activators of T cell receptors: qHTS campaign. 330,000 tested, under 10 active. Potency, µM (highest dose often 9.22 µM), without a hit: at the top dose activation of IL-2 secretion, hits mostly activators. AID 504894, 2011. primary human leukocytes, anti-CD3, IL-2 HTRF, 48 h; also: % of control where 0% means no effect
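TCR engagement came from a-CD3 beads alone, with compounds added to primary human leukocytes for 48 hr. Secreted IL-2 bridged europium cryptate- and d2-labelled anti-IL-2 antibodies, giving FRET emission at 665nm after 320nm excitation.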
An asterisk follows results filed as active; ? = inconclusive; / = not tested or not shown; [ ] = another dose, or the depositor's remark. Unless noted, calls follow the shape of the dose curve; as a rule, active = well fitted curve in the direction sought with a large enough effect; inconclusive = small, poorly fitted or top-dose-only effect, or another doubt; inactive = no such curve, though single readings can be large; an effect the other way counts as inactive or inconclusive. Rows are unselected (roughly 3% active in at least one column).

canonical_smiles,B2AR arrestin,Tb PFK block,uPA generation,ELG1 DNA repair,BCR signal inh,TSHR antag,USP2a inh,TSG101-PTAP inh,Mito fusion yeast,Eya2 phos inh,TCR act
CCOc1ccc(CCNC(=O)COC(=O)Cc2c[nH]c3ccccc23)cc1OCC,0.2%,-2%,-3%,19%,-7%,-8,0%,-8%,-1%,10%,3%
CCC(CC)CN1CCN=C1N(C)C,-0.2%,2%,9%,-18%,0%,11,0%,1%,2%,11%,-11%
CCCN1C(=O)C2(/C(=C(\O)c3ccc4c(c3)OCCO4)C(=O)C(=O)N2CCCOC)c2ccccc21 (configuration not stated),-1.1%,-1%,/,0%,10%,6,1%,-7%,1%,8%,6%
C(=N\Nc1ccccn1)/c1c[nH]c2ccccc12,4.2%,-9%,-9%,?,?,4,8%,0%,3%,-9%,-3%
COc1ccc(Nc2nc(=O)[nH]nc2C)cc1,0.0%,2%,6%,2%,21%,11,3%,-6%,-1%,14%,-1%
C/C=C/c1ccc(OCC(O)CN2CCCCC2CC)c(OC)c1 (configuration not stated),0.4%,3%,-9%,7%,-2%,-3,0%,-4%,8%,-14%,26%
CC12CN3CC(C)(CN(C1)C3c1ccc(Br)cc1)C2 (configuration not stated),-0.1%,-2%,1%,12%,3%,5,1%,-6%,-3%,11%,-4%
COc1ccc(N(CC(=O)N2CCN(Cc3ccc4c(c3)OCO4)CC2)S(=O)(=O)c2ccc(F)cc2)cc1,0.0%,-1%,-3%,-28%,?,-4,0%,-5%,2%,?,2%
CC(C)OC(=O)CSc1nnc(-c2ccc(O)cc2)n1Cc1ccccc1,0.1%,-8%,2%,-8%,5%,4,0%,-4%,-2%,-26%,-2%
COc1ccnc(Oc2ccccc2)c1C(N)=O,-1.5%,7%,-3%,19%,6%,18,-1%,-2%,2%,8%,5%
COc1cccc(NC(=O)CSc2nnc(Cc3cccn3C)n2-c2ccc(F)cc2)c1,-0.7%,-2%,16%,-15%,?,3,0%,0%,7%,-12%,-3%
Cc1ccccc1NC(=O)C(c1ccccc1)C1CCCC1 (configuration not stated),-3.2%,4%,-7%,2%,-1%,0,0%,0%,4%,-5%,5%[46.1 µM]
O=C(c1ccc(S(=O)(=O)N2CCCC2)cc1)N(c1ccc(F)cc1)C1C=CS(=O)(=O)C1 (configuration not stated),-0.2%,-16%,2%,-1%,2%,-7,0%,0%,2%,0%,-3%
CC(=O)Nc1ccc(NC(=O)C(C)OC(=O)c2cccc(S(=O)(=O)N3CCCC3)c2)cc1 (configuration not stated),-0.4%,0%,19%,-4%,4%,-1,1%,-2%,1%,16%,-5%
CCc1nn(CC(=O)NCCCN(CC)c2cccc(C)c2)c(=O)c2cc3occc3n12,-0.1%,-1%,/,?,-2%,-2,2%,/,5%,-25%,/
CSc1cccc(NC(=S)N(CCN(C)C)C(C)c2ccccn2)c1 (configuration not stated),0.1%,0%,3%,?,-15%,17,12%,-1%,13%,5%,2%
CCn1c2ccccc2c2nnc(SCC(=O)N(C)C3CCS(=O)(=O)C3)nc21 (configuration not stated),0.3%,0%,-2%,-8%,0%,-6,1%,-2%,0%,9%,-6%[46.1 µM]
COc1ccc(C(=O)OCc2c(-c3cccc(OC)c3)ncc3ccccc23)cc1,-0.4%,7%,-3%,?,?,-19,-1%,2%,?,-5%,4%
CCN1C(=O)C2(C(C(=O)c3cc4ccccc4o3)=C(O)C(=O)N2CCCN(C)C)c2ccccc21 (configuration not stated),-0.4%,4%,1%,-4%,-9%,11,0%,0%,-2%,-5%,-4%
CCN(C(=O)CN1C(=O)COc2ccc(S(=O)(=O)N3CCCCCC3)cc21)c1cccc(C)c1,-0.6%,-4%,-14%,?,-5%,-11,4%,0%,5%,-4%,-10%
CCOC(=O)C1CCCN(C(=O)c2cccc([N+](=O)[O-])c2C)C1 (configuration not stated),-0.2%,-6%,3%,4%,5%,28,-1%,-3%,-6%,2%,-7%
CCOC(=O)c1oc2cc(O)ccc2c(=O)c1-c1ccccc1OC,-0.8%,-2%,7%,-1%,?,13,-9%,-10%,1%,12%,2%
O=C(COc1ccc(Cl)cc1Cl)NN1C(=O)/C(=C\c2ccc(Cl)cc2)SC1=S,0.0%,-7%,-4%,4%,?,24,1%,-1%,-1%,4%,0%
COc1ccc(Cl)cc1C(=O)NCc1ccc2c(c1)OCO2,0.1%,1%,-2%,12%,0%,-5,0%,-8%,-2%,16%,0%
CCC(=O)Nc1ccc(OCC2CCCO2)cc1 (configuration not stated),-0.1%,0%,16%,?,8%,8,2%,-3%,0%,9%,-5%
CCCCc1ccc(NC(=O)CSC2=C(C#N)C(c3ccco3)C3=C(CCCC3=O)N2)cc1 (configuration not stated),-0.1%,0%,-8%,18µM*,-3%,-24,-28%,1%,3%,12%,-19%
Cn1ncc([N+](=O)[O-])c1C(=O)N/N=C/c1c[nH]c2ccccc12,-0.2%,1%,10%,9%,?,8,8%,-4%,3%,1%,0%
O=C(NCc1ccccc1Cl)c1csc2c1CCCCC2,0.0%,2%,-1%,5%,?,21,4%,-4%,2%,9%,6%
COCCNC(=O)CSc1nnc(CCCN2C(=O)c3cccc4cccc(c34)C2=O)n1-c1ccccc1,-0.1%,-2%,-8%,-13%,-12%,-18,4%,-4%,-1%,-10%,3%[46.1 µM]
CCn1c(CSc2nnc(-c3cccnc3)n2-c2ccccc2C)nc2cc(C(=O)O)ccc21,-0.1%,-9%,/,8%,0%,3,2%,/,-14%,-21%,/
Cc1ccccc1Cn1ccc(NC(=O)c2cnn3c(C(F)(F)F)cc(-c4ccco4)nc23)n1,-0.3%,0%,9%,7.9µM*,18%,-14,0%,-3%,26%,0%,0%
CC1CCCC(NC(=O)CCNC(=O)c2ccc([N+](=O)[O-])cc2)C1C (configuration not stated),-0.6%,4%,1%,1%,0%,-1,-1%,-1%,-2%,-3%,-1%
CN(CC(=O)N1CCCCCC1)S(=O)(=O)c1ccccc1,-0.1%,3%,1%,?,0%,22,0%,2%,1%,1%,4%
CCc1ccc(N=C2NC(=O)/C(=C/c3ccc(OCC(=O)O)c(OC)c3)S2)cc1,0.2%,-13%,7%,3%,?,12,1%,-3%,1%,4%,/
CC1CCCCN1C(=O)COC(=O)c1cc([N+](=O)[O-])ccc1N (configuration not stated),0.0%,5%,0%,?,0%,8,1%,3%,8%,7%,7%
O=C(NCCc1c[nH]c2ccccc12)C(=O)NCC1CCCO1 (configuration not stated),0.4%,0%,/,7%,3%,-2,-1%,2%,8%,-3%,1%
Cc1ccc(NC(=O)CCS(=O)(=O)c2cccc3nonc23)c(Cl)c1,-1.1%,-1%,1%,-1%,3%,18,1%,0%,8%,2%,-3%
Cc1ccc(NC(=O)CCn2c(=O)[nH]c3ccsc3c2=O)cc1F,4.5%,-4%,5%,-28%,?,39,0%,-8%,7%,10%,-2%
NC(=O)COc1c(-c2ccccc2)oc2ccccc2c1=O,-0.3%,9%,-3%,4%,17%,-3,2%,1%,1%,9%,0%
